# Assay outcomes deposited in PubChem BioAssay by Sanford-Burnham Center for Chemical Genomics.
# UBC13 polyUb: UBC13 polyubiquitin chain formation inhibitors, primary screen, biochemical, TR-FRET, uHTS; inhibition, % at 20 µM; 330,000 tested, 0.47% active; Ubiquitin-conjugating enzyme E2 N (Homo sapiens), P61088; in the data active = inhibition above about 45%, passing the limit was not always enough; inconclusive = no clear call, values can overlap the other calls
# Target sequence (P61088 whole entry, looked up): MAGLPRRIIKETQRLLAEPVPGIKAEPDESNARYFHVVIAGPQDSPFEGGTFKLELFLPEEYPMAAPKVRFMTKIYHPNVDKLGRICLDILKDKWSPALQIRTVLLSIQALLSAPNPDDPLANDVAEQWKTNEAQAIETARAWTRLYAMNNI
# 697 NFkB inh: inhibitors of PMA/ionomycin-induced NF-kB reporter, 697 cells, primary screen, B-cell NF-kB inhibitor project, cell-based, luminescence, uHTS. 697 B-cell NF-kB luciferase reporter, 16 h. inhibition, % at 4 µM. 330,000 tested, 0.33% active; in the data active = inhibition above about 35%
# CXCR6 inh: CXCR6 receptor inhibitors, primary screen, cell-based, beta-arrestin, luminescence, CHO-K1 PathHunter, 1536-well; inhibition, % at 20 µM; 360,000 tested, 0.36% active; in the data active = inhibition above about 34%, passing the limit was not always enough;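 note: antagonist mode with CXCL16 agonist at 10 nM final; 0% = 10 nM CXCL16 with DMSO and 100% = unstimulated wells without agonist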
# Target sequence (O00574 whole entry, looked up): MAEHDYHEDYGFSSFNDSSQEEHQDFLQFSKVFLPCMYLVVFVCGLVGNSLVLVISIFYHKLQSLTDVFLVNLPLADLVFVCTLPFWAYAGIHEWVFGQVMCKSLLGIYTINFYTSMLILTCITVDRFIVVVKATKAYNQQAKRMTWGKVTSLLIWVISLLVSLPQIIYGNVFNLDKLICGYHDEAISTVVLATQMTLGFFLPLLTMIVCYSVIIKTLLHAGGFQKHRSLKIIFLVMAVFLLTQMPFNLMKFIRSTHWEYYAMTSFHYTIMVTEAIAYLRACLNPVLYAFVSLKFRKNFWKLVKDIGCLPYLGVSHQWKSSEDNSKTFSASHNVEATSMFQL
# EBI2 block: EBI2 receptor antagonists, beta-arrestin recruitment, primary screen, cell-based, luminescence, 7a,25-OHC stimulation, uHTS | 7a,25-OHC stimulated | G-protein coupled receptor 183 (Homo sapiens), P32249 | AID 651636, 2012 | inhibition, % at 5 µM | 360,000 tested, 0.81% active; in the data active = inhibition above about 38%;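 note: enzyme fragment complementation signal reports receptor beta-arrestin coupling in cells; 0% = agonist plus DMSO wells and 100% = wells without agonist; some results beyond the cut were filed as inactive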
# APJ antagonist: antagonists of human apelin receptor APJ, primary screen, CHO-K1 cells, beta-arrestin complementation, luminescence | P35414 | 330,000 tested, 0.32% active | inhibition, % at 20 µM;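 active = inhibition above about 40% at 20 µM, limit read from the data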;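 note: cells challenged with 10 nM apelin-13 agonist together with compound; plate controls were apelin-13 plus DMSO wells for no effect and DMSO wells lacking apelin-13 for full effect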
# Gli-Sufu block: Gli-Sufu pathway antagonists, primary screen, luciferase luminescence, Sufu-KO-LIGHT cells, uHTS | 340,000 tested, 0.74% active | AID 588413, 2011 | inhibition, % at 5 µM | Sufu-KO-LIGHT fibroblasts, Gli luciferase reporter luminescence;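 active = inhibition above about 55%, limit read from the data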;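 note: 0% = DMSO-treated cells and 100% = wells with medium but no cells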
# CCR6 antagonist: CCR6 receptor antagonists, primary screen, cell-based, CHO-K1, luminescence, beta-arrestin, uHTS | 340,000 tested, 0.49% active | inhibition, % at 20 µM | C-C chemokine receptor type 6 (Homo sapiens), P51684 | CHO-K1 CCR6 PathHunter beta-arrestin, CCL20-stimulated;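 active = compounds whose inhibition of the agonist-driven luminescence signal at 20 µM reaches about 50%, limit read from the data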;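 note: cells stimulated with CCL20 at 14 nM final; plate controls were DMSO with CCL20 for no effect and DMSO without agonist for full effect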
# Target sequence (P51684 whole entry, looked up): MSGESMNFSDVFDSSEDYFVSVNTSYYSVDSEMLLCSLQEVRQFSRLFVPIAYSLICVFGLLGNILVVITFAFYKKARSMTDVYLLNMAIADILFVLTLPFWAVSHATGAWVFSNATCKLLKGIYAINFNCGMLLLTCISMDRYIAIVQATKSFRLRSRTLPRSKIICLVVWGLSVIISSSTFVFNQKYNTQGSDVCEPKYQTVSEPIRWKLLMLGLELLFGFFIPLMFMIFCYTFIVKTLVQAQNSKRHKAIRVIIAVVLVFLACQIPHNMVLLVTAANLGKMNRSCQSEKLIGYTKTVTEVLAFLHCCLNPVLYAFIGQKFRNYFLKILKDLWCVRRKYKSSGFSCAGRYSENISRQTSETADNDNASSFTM
# Jurkat NFkB inh: inhibitors of induced NF-kB luciferase reporter, primary screen, TCR NF-kB activation inhibitor project, cell-based, luminescence, uHTS; Jurkat, PMA/ionomycin-induced NF-kB luciferase reporter; inhibition, % at 4 µM; 330,000 tested, 0.53% active; in the data active = inhibition above about 50%
# * marks the source's active call; other numbers are inactive results; ? = inconclusive; . = not tested or not shown.
SMILES,UBC13 polyUb,697 NFkB inh,CXCR6 inh,EBI2 block,APJ antagonist,Gli-Sufu block,CCR6 antagonist,Jurkat NFkB inh
Cc1ccccc1NS(=O)(=O)c1ccc(C)c(C(=O)N2CCOCC2)c1,0,-3,-13,-8,5,-8,19,-11
NNC(=O)CNC(c1ccccc1)c1cc(Br)ccc1N (stereo unspecified),6,3,4,-6,7,-3,5,-2
COc1ccc(CNC(=O)COc2ccc(S(=O)(=O)N3CCOCC3)cc2C)cc1,8,10,2,2,-8,-7,-14,-6
CC(C)(C)OC(=O)N[C@H](C(=O)OC(C)(C)C)c1ccccc1,5,12,-3,-12,13,0,1,4
CC(=O)NC(Cc1cccc(F)c1)C(=O)NC1CCN(c2ncccc2[N+](=O)[O-])CC1 (stereo unspecified),-11,17,2,0,1,1,9,-4
COc1ccc(C)cc1NC(=O)CSc1nnc(CC(=O)Nc2ccccc2F)n1C,1,15,-4,6,15,2,-9,-1
COc1ccc(NC(=O)CN2CC(c3ccccc3)CC2=O)cc1OC (stereo unspecified),7,5,1,4,-53,-4,5,-1
Cc1ccc(NC(=O)CCC(=O)N2CCN(S(=O)(=O)c3ccc(C)cc3)CC2)cc1,4,12,4,4,7,-6,-2,9
Cc1cccc(Nc2ccc([N+](=O)[O-])cc2C(=O)O)c1,-35,-58,4,-2,-15,-12,9,4
O=C(CSc1nnc(-c2ccncc2)o1)NCc1ccccc1,-6,-43,4,-8,-16,2,4,-3
CCOC(=O)C1CCCN(C(=O)C2CCN(c3nnc(-n4cccc4)s3)CC2)C1 (stereo unspecified),-2,-15,6,6,-2,3,7,-14
CCOc1cc(S(=O)(=O)NC2CC2)c(OCC)cc1-n1cnnn1,21,1,2,1,15,4,-7,5
OC1CCN(C(=S)NCCc2ccccc2)CC1,5,12,-4,2,4,-3,-4,7
Cc1ccc(-c2nnn(CCC(=O)NC(C)(C)C)n2)cc1,-2,-11,-5,2,11,-19,4,-20
CCc1ccc(CN(C)C(=O)CCc2nnc(CCc3cccc(OC)c3)o2)nc1,5,1,-6,8,14,1,18,6
Cc1cccnc1NC(=S)Nc1ccc(F)cc1F,6,-35,1,6,17,-25,26,-14
Nc1ccc(Cl)c(-c2nc3ncccc3o2)c1,5,20,4,-7,20,2,1,-14
COc1ccc(S(=O)(=O)N2CCN(C(=O)c3cc(C4CC4)nn3-c3ccccc3)CC2)cc1OC,-7,18,3,-3,11,5,12,7
COc1ccc(C(C(=O)NCC2CCCO2)N(C(=O)CNC(=O)c2ccco2)c2ccc(C)c(C)c2)cc1OC (stereo unspecified),-4,17,4,3,2,-23,-1,3
CN(c1ccc(Cl)cc1)c1cc(=O)n(C)c2ccccc12,?,20,-4,8,6,23,11,-1

# Brought forward from above: 2 compounds, then new ones.
SMILES,UBC13 polyUb,697 NFkB inh,CXCR6 inh,EBI2 block,APJ antagonist,Gli-Sufu block,CCR6 antagonist,Jurkat NFkB inh
COc1ccc(C(C(=O)NCC2CCCO2)N(C(=O)CNC(=O)c2ccco2)c2ccc(C)c(C)c2)cc1OC (stereo unspecified),-4,17,4,3,2,-23,-1,3
CN(c1ccc(Cl)cc1)c1cc(=O)n(C)c2ccccc12,?,20,-4,8,6,23,11,-1
O=C(Cn1cnc2sc(-c3ccccc3)cc2c1=O)NCCc1ccccc1,-6,-33,-3,19,5,-7,4,-15
Cc1ccc(C(=O)CN2C(=O)C(=O)N(Cc3ccccc3)C2=O)cc1,-4,-9,5,16,5,1,1,16
Cc1cccc(NS(=O)(=O)c2ccc(C3CCCCC3)cc2)n1,-7,-52,-5,-2,-1,2,-2,2
O=C(NCc1ccccc1)C1CCCN1S(=O)(=O)c1ccc(Cl)cc1 (stereo unspecified),2,-2,-3,12,12,-3,5,-1
COc1ccccc1NC(=O)CSc1nc2ccccc2c(=O)n1CCNC(C)=O,6,10,-3,-2,10,-1,23,-4
O=C(NCc1nnc(SCC(=O)N2CCCCC2)o1)c1c(F)cccc1Cl,-1,-1,5,-8,2,-3,14,3
O=S(=O)(NC1CCCCC1Nc1ccc(Cl)cc1)c1ccccc1 (stereo unspecified),10,6,-2,-2,-3,6,27,-2
Cc1cccc2cc(-c3ccccc3)c(-c3ccccc3)c[n+]12,.,.,-9,-11,.,62*,-11,.
COc1ccccc1NC(=O)C/C(N)=N/O,3,-3,3,-9,2,6,1,11
CC(=O)c1sc(NC(=O)c2ccc(C(C)(C)C)cc2)nc1C,-1,-231,0,-7,12,-91,11,-172

# Overlap with the part before: 3 entries, followed by the next part.
SMILES,UBC13 polyUb,697 NFkB inh,CXCR6 inh,EBI2 block,APJ antagonist,Gli-Sufu block,CCR6 antagonist,Jurkat NFkB inh
Cc1cccc2cc(-c3ccccc3)c(-c3ccccc3)c[n+]12,.,.,-9,-11,.,62*,-11,.
COc1ccccc1NC(=O)C/C(N)=N/O,3,-3,3,-9,2,6,1,11
CC(=O)c1sc(NC(=O)c2ccc(C(C)(C)C)cc2)nc1C,-1,-231,0,-7,12,-91,11,-172
COc1ccc(NS(=O)(=O)c2ccc(C)c(C(=O)NCC(c3cccs3)N3CCOCC3)c2)cc1 (stereo unspecified),-1,-6,-6,-13,5,-4,2,2
COc1ccc(NC(=O)C2CCCN(c3nc(C)cc(C)n3)C2)cc1 (stereo unspecified),15,11,2,0,9,0,-1,9
CCCOc1ccc(-c2nc3c(c(=O)[nH]c(=O)n3Cc3ccccc3)n2CCO)cc1OCC,9,12,11,21,-2,10,13,12
COc1cccc(C2c3cc4c(cc3OC(C)(N3CCCC3)C2C)OCO4)c1O (stereo unspecified),.,.,1,10,.,15,15,.
COc1cc(C(=O)NC(C)CCc2ccccc2)cc(OC)c1OC (stereo unspecified),-3,-19,6,7,-5,15,2,-17
Cc1ccc(S(=O)(=O)N2CCCCC2)cc1NC(=O)C1CCC1,7,19,7,2,21,-7,4,4
Fc1cccc(CNCc2ccc3c(c2)OCO3)c1,4,11,-6,8,13,-1,-1,9
O=C(/C=C/c1ccco1)Nc1ccc(N2CCCC2)cc1,-4,-163,0,-7,2,-4,-8,-50
CC1CCCN(C(=O)C2c3ccccc3C(=O)N3CCc4ccccc4C23)C1 (stereo unspecified),-9,2,-4,2,7,0,14,-18
Cc1cccc(OCC(=O)Nc2ccc(CN3CCOCC3)cc2)c1C,10,19,1,-9,7,-7,6,-12
Cc1cccc(NC(=O)CSc2nnc(Cc3ccccc3)o2)c1,8,13,7,-6,6,-4,-5,24
COc1ccccc1CNC(=O)c1ccccc1N,8,-15,-2,0,-4,-3,0,-11
Cc1ccc(C(=O)NCCc2ccc(S(=O)(=O)N3CCCC3)cc2)cc1,-2,5,-7,6,-13,5,5,1
CCN(c1ccc(OCC(=O)OCC(=O)Nc2ccc(F)c(F)c2F)cc1)S(=O)(=O)c1ccccc1,.,.,-3,0,.,-4,-13,.
CCOC(=O)Cc1c(C)nc2c(-c3ccc(OC)cc3)c(C)nn2c1C,-9,-51,-3,7,6,-2,11,-21
COc1ccc(Cl)cc1NC(=S)Nc1ccccc1F,4,-12,0,3,7,-9,17,4
Brc1ccc(-c2cnc(-c3cccs3)o2)cc1,30,-86,-11,6,0,-53,-24,-66
CC(C(=O)Nc1ccccc1-c1ccccc1)N1CCN(C(=O)c2ccccc2)CC1 (stereo unspecified),-10,-4,-11,-9,-5,-10,8,-7
CCCCc1ccc(NC(=S)N2CCC(O)CC2)cc1,6,6,8,-1,11,-11,3,3
Cc1cccc(C)c1N(CC(=O)NC1CCCCC1)C(=O)c1csnn1,11,12,-10,-4,13,2,-9,1
O=C(Nc1ccc(F)cc1)c1ccccc1S(=O)(=O)c1ccccc1[N+](=O)[O-],-8,-32,-11,-1,-26,-3,7,1
O=C(COc1cccc2cccnc12)Nc1cccc(S(=O)(=O)N2CCCC2)c1,-24,10,-25,-10,-16,4,-5,-2
Cc1ccc(S(=O)(=O)NN=C2C3CC4CC(C3)CC2C4)cc1,-2,14,-2,0,5,0,8,4
COc1ccccc1N(C)S(=O)(=O)c1ccc(C(=O)OCC(=O)NCc2cccs2)cc1,0,21,-3,10,5,6,4,1
COc1cc(NC(=O)C2CC(c3ccccc3O)=NO2)c(OC)cc1Cl (stereo unspecified),4,11,4,0,19,13,6,-1
CC1(c2ccccc2)NC(=O)N(CC(=O)Nc2ccc3c(c2)OCO3)C1=O (stereo unspecified),-5,14,11,10,12,-2,7,-1
O=C(COc1cc(O)c2c(=O)c3ccccc3oc2c1)OCc1ccccc1,7,27,-7,-4,13,2,7,11
O=C(CCS(=O)(=O)c1ccccc1)NC1CCCC1,1,12,2,-5,0,-60,4,-18
O=C(CNC(=O)C1CCCCC1)NC1CCCCC1,10,11,-3,-7,3,10,3,-2
Cc1cc(C)c(S(=O)(=O)N2CCN(C(=O)c3c(C)nn(-c4ccccc4)c3Cl)CC2)c(C)c1,.,.,-1,-7,.,98*,2,.

# A different layout for some results above:
SMILES	UBC13 polyUb	697 NFkB inh	CXCR6 inh	EBI2 block	APJ antagonist	Gli-Sufu block	CCR6 antagonist	Jurkat NFkB inh
O=C(CNC(=O)C1CCCCC1)NC1CCCCC1	10	11	-3	-7	3	10	3	-2
Cc1cc(C)c(S(=O)(=O)N2CCN(C(=O)c3c(C)nn(-c4ccccc4)c3Cl)CC2)c(C)c1	.	.	-1	-7	.	98*	2	.
O=C(CCS(=O)(=O)c1ccccc1)NC1CCCC1	1	12	2	-5	0	-60	4	-18
CC1(c2ccccc2)NC(=O)N(CC(=O)Nc2ccc3c(c2)OCO3)C1=O (stereo unspecified)	-5	14	11	10	12	-2	7	-1
COc1cc(NC(=O)C2CC(c3ccccc3O)=NO2)c(OC)cc1Cl (stereo unspecified)	4	11	4	0	19	13	6	-1
O=C(COc1cccc2cccnc12)Nc1cccc(S(=O)(=O)N2CCCC2)c1	-24	10	-25	-10	-16	4	-5	-2
O=C(COc1cc(O)c2c(=O)c3ccccc3oc2c1)OCc1ccccc1	7	27	-7	-4	13	2	7	11

# Remaining list, next part.
SMILES,UBC13 polyUb,697 NFkB inh,CXCR6 inh,EBI2 block,APJ antagonist,Gli-Sufu block,CCR6 antagonist,Jurkat NFkB inh
COc1ccc(Nc2oc(-c3ccccc3F)nc2C#N)cc1,-3,-39,5,-3,1,-31,-1,-8
CCCS(=O)(=O)N1CCC(C(=O)N2CCC(Cc3ccccc3)CC2)CC1,-1,-31,-9,2,-50,26,-6,-11
CCNc1nc(CSc2ccccc2)nc2sc(C)c(C)c12,-4,-34,0,18,-4,69*,18,-1
O=Nc1nc2ncccn2c1-c1ccccc1,.,.,-21,3,.,-1,7,.
COc1ccc(C(C)=O)cc1COc1cccnc1[N+](=O)[O-],3,-18,-1,2,13,22,3,55*
Cc1cc(=O)[nH]c(-c2ccc(C(F)(F)F)cc2)n1,3,8,0,-3,6,-10,2,-12
C=C(C)C(=O)N1CCN(C(=O)C(=C)C)c2ccccc21,.,.,-3,3,.,5,-3,.
